From PubChem BioAssay
GLP1R inv ag: acts as inverse agonist at human GLP-1 receptor. hit rate 1.6% among 410,000. Potency, µM (top dose mostly 38.3 µM), for inactives: top-dose activity change, negative = inhibition, usual class: inhibitors. P43220. HEK293 GLP-1R CRE-luciferase, luminescence, 24 h; GLP-1R form is constitutively active; further: potency means the concentration at half of the fitted maximal effect; on the % scale 0 is the no-effect control and ±100 the full control effect; nearly all actives have a fitted effect of over 55% in size
Target sequence (P43220 whole entry, looked up): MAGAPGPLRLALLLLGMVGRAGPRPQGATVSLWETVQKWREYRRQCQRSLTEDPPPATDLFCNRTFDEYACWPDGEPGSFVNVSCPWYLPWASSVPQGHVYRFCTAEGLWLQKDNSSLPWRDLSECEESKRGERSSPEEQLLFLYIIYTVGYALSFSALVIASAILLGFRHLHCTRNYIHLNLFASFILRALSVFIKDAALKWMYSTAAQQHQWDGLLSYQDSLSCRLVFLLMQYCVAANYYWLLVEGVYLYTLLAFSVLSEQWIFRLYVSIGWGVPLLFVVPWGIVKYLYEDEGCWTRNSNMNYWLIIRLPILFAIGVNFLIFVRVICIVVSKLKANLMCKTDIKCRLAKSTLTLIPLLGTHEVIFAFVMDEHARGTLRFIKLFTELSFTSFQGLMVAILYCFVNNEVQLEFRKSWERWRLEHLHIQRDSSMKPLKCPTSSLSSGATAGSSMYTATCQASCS
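GLP-1R inverse agonism mode: basal reporter luminescence in engineered HEK293 cells measured after one day of compound exposure at 37 deg C, with a 12 min room-temperature detection step.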
DRD3 agonist: activates the human D3 dopamine receptor | P35462 | AID 652048 | max activation, % | hit rate 0.58% among 410,000 | D3R DiscoveRx beta-arrestin cells, luminescence, 90 min; in the data active means max activation above about 30%; further: 0% is about no effect; mostly tested at two doses, the higher about 12 µM
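Agonist mode: compounds and dopamine controls were applied to plated cells for 90 min at 37 degrees C after an overnight attachment at 1500 cells/well. Luminescent read-out followed 30 - 60 minutes at room temperature with DiscoveRx detection reagent.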
GLP1R ag: GLP-1 receptor (human) agonism | P43220 | AID 624172 | hit rate 0.007% among 380,000 | HEK293 GLP-1R CRE-luciferase, luminescence, 4-6 h; cells express a hypersensitive GLP-1R form | Potency, µM (doses to about 45.6 µM), inactives show at the top dose activation, usual class: activators; further: potency means the concentration at half of the fitted maximal effect; % of control where 0% means no effect
GLP1R cytotox: cytotoxicity in counter-screen for GLP-1R inverse agonists; HEK293 cAMP-luciferase reporter cells, luminescence, 24 h; Potency, µM (titrated, usually from 38.3 µM), for the others: at the top dose activity change, negative = inhibition, actives largely listed as inhibitors; hit rate 0.13% among 410,000;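 further: loss of luciferase light is scored as toxicity; potency means the concentration at half of the fitted maximal effect; on the % scale 0 is the no-effect control and ±100 the full control effect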
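To flag toxic compounds, the library was rerun on cells for 24 hr at 37 deg C and 5% CO2. Viability-linked luminescence was captured 12 min after adding luciferase detection reagent.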
IL-2 act: activates IL-2 in a cell-based reporter assay. IL-2 activation reporter assay, cell-based qHTS; stimulated with anti-CD3/CD4/CD28 beads; in transgenic mouse T cells. activation, % (series mostly up to about 46 µM). hit rate 0.065% among 360,000; in the data active means activation above about 50%; inconclusive means mostly about 30% to 49%; further: 0% is about no effect
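Readout is EGFP and DsRed signal by fluorescent plate cytometry after 18 h at 37 degrees C. Transgenic mouse T cells (750/well) received compound for 60 min before bead stimulation (anti-CD3, anti-CD4, anti-CD28); memory T cells served as non-tolerant control.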
DRD3 antagonist: blocks the human D3 dopamine receptor | hit rate 2.5% among 360,000 | P35462 | max response, negative = inhibition, % | D3R cells, DiscoveRx beta-arrestin luminescence, antagonist mode; stronger effect = lower value; in the data active means max response below about -50%; inconclusive means no clear call, values can overlap the other calls; further: on the % scale 0 is the no-effect control and ±100 the full control effect; mostly tested at two doses, the higher about 12 µM
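Cells plated overnight at 1500 cells/well, then exposed to library compounds with dopamine controls for 90 minutes at 37 degrees C. DiscoveRx reagent added for 30–60 minutes at room temperature; luminescence read, quantitative HTS format.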
PI5P4K alpha inh: inhibitors of human PI5P4K alpha; PI5P4Kalpha enzyme, ADP-Glo luminescence, 60 min; stronger effect = lower value; max response, %; hit rate 1.2% among 330,000; AID 652105; active means max response of -50% or lower; inconclusive means between -30% and -50%; inactive means -30% or higher; further: value at the top dose of about 77 µM; on the % scale 0 is the no-effect control and ±100 the full control effect
Target sequence (P48426 whole entry, looked up): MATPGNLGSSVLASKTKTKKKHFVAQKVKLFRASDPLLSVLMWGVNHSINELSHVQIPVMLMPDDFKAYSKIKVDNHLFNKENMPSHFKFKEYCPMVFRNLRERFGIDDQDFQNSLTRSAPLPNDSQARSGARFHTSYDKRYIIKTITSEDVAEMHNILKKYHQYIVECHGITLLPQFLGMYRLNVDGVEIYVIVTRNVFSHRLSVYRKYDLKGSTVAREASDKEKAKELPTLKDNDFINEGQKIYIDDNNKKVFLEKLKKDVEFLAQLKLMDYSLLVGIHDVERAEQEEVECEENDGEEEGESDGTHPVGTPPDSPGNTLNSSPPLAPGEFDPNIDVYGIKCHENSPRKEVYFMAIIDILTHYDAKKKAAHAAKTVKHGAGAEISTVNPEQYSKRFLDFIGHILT
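Reactions run in 0.038 M HEPES pH 7.4, 0.28 mM EGTA, 0.1% CHAPS and 5% DMSO, with PI5P4Kalpha, substrate, compound and 5 microM ATP final, one hour at room temperature. Readout is ADP-Glo luminescence.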
WRN inhibitor: inhibitors of human WRN helicase; Potency, µM (titrated, usually from 114 µM), for inactives: at the highest dose activity change, negative = inhibition, hits mostly inhibitors; Q14191; hit rate 0.46% among 360,000; WRN helicase unwinding, fluorescent forked duplex, kinetic; further: potency means the concentration at half of the fitted maximal effect; on the % scale 0 is the no-effect control and ±100 the full control effect; nearly all actives have a fitted effect of over 55% in size
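Screening of the MLSMR collection measured strand separation of a quenched forked DNA duplex (100 nM) by 20 nM WRN with 2 mM ATP, all final. Compounds were preincubated with enzyme 15 min at room temperature.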
PLK1 PBD inh: PLK1 (human) polo-box domain binding inhibition. P53350. Plk1 PBD binding of FITC phosphopeptide, fluorescence polarization. Potency, µM, for inactives: max response, negative = inhibition, usual class: inhibitors. hit rate 2.8% among 360,000. AID 720504; further: potency means the concentration at half of the fitted maximal effect; series mostly up to about 57 µM; on the % scale 0 is the no-effect control and ±100 the full control effect; nearly all actives have a fitted effect of over 65% in size
* = called active by the depositor; ? = inconclusive; · = not tested or not shown; & = joins results of further samples; [ ] = another dose, or the depositor's remark. Unless noted, the call rests on the fitted dose curve; in most records, active means well fitted curve in the direction sought with a large enough effect; inconclusive means small, poorly fitted or top-dose-only effect, or another doubt; inactive means no such curve, though single readings can be large; an effect the other way counts as inactive or inconclusive.

SMILES	GLP1R inv ag	DRD3 agonist	GLP1R ag	GLP1R cytotox	IL-2 act	DRD3 antagonist	PI5P4K alpha inh	WRN inhibitor	PLK1 PBD inh
FC(F)(F)c1cc(-c2ccco2)nc(NCc2cccs2)n1	?	-1.5	0.6%	0.4%	-1.0	5.1	?	-24.5%	?
Cc1nc(CN2CCN(Cc3nc(C(c4ccccc4)c4ccccc4)no3)CC2)cs1	?	-10.9	15.8%	-2.8%	0.5	-0.4	-1.5	8.8%	-5.2%
COC(=O)c1sccc1NC(=O)Nc1ccccc1C	6.7%	3.3	-1.2%	-5.2%	-1.2	10.7	1.2	6.1%	2.3%
Nc1ncnc2c1ncn2[C@@H]1O[C@H](CNS(=O)(=O)C2CC2)[C@@H](O)[C@H]1O	0.8%	-17.9	1.7%	11.1%	0.1	5.3	6.2	2.0%	-4.9%
CC(C)n1c(CN2CCN(C(=O)c3ccco3)CC2)nc2c1c(=O)n(C)c(=O)n2C	38.3%[activator]	6.8	10.6%	-6.6%	-3.9	4.3	-0.1	4.8%	-10.9%
Cc1cccc(/C=N\NC(=O)c2csnn2)c1	7.8%	-14.2	-16.7%	55.9%[activator]	2.6	-91.4*	-23.0	-29.9%	-8.9%
COc1cccc(-c2nn[nH]n2)c1O	5.9%	0.3	-0.2%	-16.8%	-1.2	-1.8	-8.3	-2.8%	-3.2%
COc1ccc(S(=O)(=O)N(CC(=O)NC2CC2)C2CCCCC2)cc1Cl	-14.5%	-7.7	14.9%	-22.4%	-1.5	?	·	-3.1%[11.6 µM]	-12.7%
COc1ccc(C2C(C#N)=C(N)Nc3onc(C(C)(C)C)c32)c(OC)c1 (configuration not stated)	-2.4%	2.4	4.1%	3.1%	-0.3	23.8	-3.9	-15.4%	-3.5%
COC(=O)C1(S(=O)(=O)c2cc(Br)cc3c2N(C(C)=O)CC3)CC1	2.9%	3.7	-1.4%	2.1%	-0.1	?	4.8	-5.1%	-3.3%
O=C(CN1CCN(c2ccc(O)cc2)CC1)NC(c1ccccc1)c1ccccc1	?	2.2	-7.4%	-14.2%	-0.5	-24.6	?	-1.3%	-19.1%
COc1ccc(N2CCN(CC(=O)Nc3ccc(C)c(C)c3)CC2)cc1	?	-5.7	2.1%	12.9%	-0.2	-6.9	5.4	-2.5%	-2.7%

Two of these compounds, reformatted:
Under each structure – GLP1R inv ag | DRD3 agonist | GLP1R ag | GLP1R cytotox | IL-2 act | DRD3 antagonist | PI5P4K alpha inh | WRN inhibitor | PLK1 PBD inh
COc1ccc(N2CCN(CC(=O)Nc3ccc(C)c(C)c3)CC2)cc1
    ? | -5.7 | 2.1% | 12.9% | -0.2 | -6.9 | 5.4 | -2.5% | -2.7%
COc1cccc(-c2nn[nH]n2)c1O
    5.9% | 0.3 | -0.2% | -16.8% | -1.2 | -1.8 | -8.3 | -2.8% | -3.2%

Additional compounds
SMILES	GLP1R inv ag	DRD3 agonist	GLP1R ag	GLP1R cytotox	IL-2 act	DRD3 antagonist	PI5P4K alpha inh	WRN inhibitor	PLK1 PBD inh
COc1ccc(OC)c(C2C(C#N)=C(N)Oc3cc(C)n(Cc4ccccn4)c(=O)c32)c1 (configuration not stated)	-5.9%	3.8	-7.7%	-3.8%	-1.5	2.2	0.5	2.2%	-4.3%
CCN(CC)C(=O)CSc1nc2ccccc2c(=O)n1OC	70.9%[activator]	3.9	0.6%	6.3%	-0.1	36.2	-8.0	4.8%	-2.2%
CSCCC(C(=O)O)N1C(=O)c2ccc(C(=O)O)cc2C1=O (configuration not stated)	-4.2%	-14.7	-1.4%	0.7%	0.3	0.0	3.9	-1.8%	-6.7%
CN(C)c1ccc(NC(=O)CN2CCN(CC(=O)Nc3ccc(F)cc3)CC2)cc1	-2.5%	7.1	-2.0%	8.8%	1.4	2.3	-6.3	-4.4%	-4.6%
Cc1c(CCOC(=O)C23CC4(C)CC(C)(CC(C)(C4)C2)C3)sc[n+]1CC(=O)c1ccccc1	?	-2.3	13.0%	?	-1.2	-3.4	12.0	-1.6%	-7.2%
CC(C)CC(NC(N)=O)C(=O)Nc1cccc([N+](=O)[O-])c1 (configuration not stated)	10.1%	1.7	1.4%	-7.0%	0.1	13.1	-6.3	0.0%	-24.4%
CC(C)(C)c1ccc(NC(=O)COC(=O)c2ccc(NS(=O)(=O)c3ccc(F)c(F)c3)cc2)cc1	?	-6.3	-10.4%	-10.5%	-0.1	-21.7	6.3	-14.0%	-26.7%
COc1cccc(NS(=O)(=O)c2cc3c4c(c2)CCC(=O)N4CCC3)c1	15.2%	0.5	1.3%	-4.1%	0.1	1.8	-2.0	-2.8%	-7.9%
O=C1Nc2ccc(S(=O)(=O)N(CCO)CCO)c3cccc1c23	43.0%[activator]	-2.7	-0.6%	90.6%[activator]	0.1	3.7	2.6	-30.5%	21.2µM*
Cc1nc(N2CCN(C(=O)c3cccs3)CC2)c2c3c(sc2n1)CCCC3	?	3.8	0.4%	-7.6%	-0.3	18.5	11.7	-9.7%	-13.6%
CCOc1ccc(C(=O)NC(C(=O)N2CCC2)C(C)C)cc1 (configuration not stated)	15.7%	-4.1	1.7%	-5.9%	-2.2	-12.0	2.2	7.4%	-9.3%
Clc1ccc(C(c2ccccc2)N2CCN(c3ccccn3)CC2)cc1 (configuration not stated)	?	-6.5	3.8%	13.1%	-0.7	13.3	17.3	-1.5%	-7.4%
CCOc1ccc2c(c1)C(C)=CC(C)(C)N2	0.6%	-33.0&6.8	10.1%&13.8%	-3.7%	-0.1	12.6	-1.7	0.9%	-1.6%
OC(CN1CCN(c2ncc(C(F)(F)F)cc2Cl)CC1)c1ccccc1 (configuration not stated)	?	-0.5	-2.9%	3.4%	4.7	-6.7	11.2	-4.1%	4.8%
COc1ccccc1[C@@H]1C(c2cccc(C)c2)=NN(c2ccccc2)[C@H]1C(=O)N1CCOC1=O	?	0.9	3.3%	36.4%[activator]	0.2	0.0	6.8	-8.0%	-2.9%
Cc1ccc(F)cc1NC(=O)Cc1nn(C)c(=O)c2ccccc12	-0.8%	-0.8	2.0%	-11.4%	-0.3	8.5	3.2	-17.9%	-10.4%
O=C(O)CCCC(=O)N1CCN(C(c2ccccc2)c2ccccc2)CC1	-3.2%	-1.6	-2.6%	-20.7%	-2.5	9.9	-0.1	5.6%	-2.2%
NC(=O)c1ccc(Oc2ccc(-c3nnco3)cc2)c([N+](=O)[O-])c1	14.3%	-2.8	3.0%	-3.2%	1.0	-24.1	19.7	-12.9%	-12.6%
COCCn1c(C)cc(C(=O)CSc2nnnn2C2CCCC2)c1C	2.24µM*	-4.4	-29.6%	-0.6%	-4.3	7.8	-1.3	-11.4%	-3.4%
CC1CC2C(C(O)CC3(C)C2CCC3(O)C(=O)CO)C2(C)C=CC(=O)C=C12 (configuration not stated)	-27.8%	10.5	-1.2%	-0.8%	-0.6	17.8	1.7	-0.5%	-1.9%
Cc1cccc(C(=O)NNC(=O)c2ccccc2Br)c1	18.5%	1.8	10.4%	-3.3%	-2.1	4.5	-7.8	3.9%	-19.7%
Nc1nc(NCC2CCCO2)nc(Nc2cccc(F)c2)c1[N+](=O)[O-] (configuration not stated)	38.9%[activator]	-13.1	-5.9%	4.8%	0.6	-2.9	2.8	-0.2%	3.7%
CC(C)(C)C(=O)Cn1ncc(Br)c(Br)c1=O	?	-6.3	-6.6%	?	-0.6	?	-3.7	-10.0%	-20.6%
CCCCn1cnc2c1c(=O)[nH]c(=O)n2CCCC	6.7%	3.3	-7.0%	7.5%	-0.6	19.4	5.6	0.7%	11.9µM*
O=c1cc(CO)[nH]cc1OCc1ccccc1	8.9%	-5.7	4.6%	4.1%	1.5	7.0	1.8	7.5%	-26.1%
Cc1c2cnn(CC(=O)Nc3c(F)c(F)cc(F)c3F)c(=O)c2c(C)n1Cc1ccccc1F	87.1%[activator]	-7.1	25.3%	-14.3%	-2.1	11.5	-56.3*	?	?
CC1(N2CCOCC2)CC2(O)C(=[N+]1[O-])CCc1c2no[n+]1[O-] (configuration not stated)	4.9%	-6.9	-13.7%	19.4%	-0.2	0.0	-18.8	?	5.97µM*
O=C1c2ccncc2C(=O)N1Cc1cccc(Cl)c1	9.7%	3.8	-33.0%	-0.6%	-2.0	0.9	-7.0	4.8%	-2.2%
CC1CCN(c2ccc3nnc(CCC(=O)Nc4cccc(F)c4)n3n2)CC1	4.3%	0.6	4.4%	-5.9%	-2.7	-20.7	-4.8	-0.1%	26.7µM*
COc1ccccc1NCC(=O)N/N=C(\C)c1ccc(Br)s1	11.4%	0.5	-4.6%	-6.0%	-3.5	-9.8	3.0	10.4%	-14.3%
O=S(=O)(NCC(c1ccco1)N1CCc2ccccc21)c1ccccc1 (configuration not stated)	?	0.9	1.0%	1.0%	-0.5	0.8	-3.2	-1.4%	-7.3%
O=[N+]([O-])c1ccc(Cl)cc1C=NNc1ccccn1	?	0.1	12.4%	?	-4.4	-7.0	-0.8	-2.0%	-0.4%
Cc1ccc(OCc2ccc(C(=O)Nc3ccc(S(N)(=O)=O)cc3)o2)cc1	6.6%	16.1	10.3%	-2.9%	-1.1	4.0	2.8	2.2%	-5.7%
COc1cc2c(cc1C1C(C#N)=C(N)OC3=C1C(=O)CC(C)(C)C3)OCO2 (configuration not stated)	-4.6%	-5.3	-4.5%	0.7%	0.7	-3.4	-7.1	-1.9%	-11.7%
Cc1c(Cl)cccc1NC(=O)CNc1cccc(S(=O)(=O)N(C)C)c1	0.3%	2.3	0.1%	-2.6%	-0.9	8.7	-7.6	-4.6%	-3.8%
CCCCc1c(-c2ccccc2F)ncn1CCc1ccccc1OC	?	0.1	-5.1%	-9.6%	-0.9	73.1	-3.2	-2.0%	1.1%

Some entries already given, reduced to DRD3 antagonist, PLK1 PBD inh and WRN inhibitor.
smiles,DRD3 antagonist,PLK1 PBD inh,WRN inhibitor
Cc1ccc(OCc2ccc(C(=O)Nc3ccc(S(N)(=O)=O)cc3)o2)cc1,4.0,-5.7%,2.2%
Cc1c2cnn(CC(=O)Nc3c(F)c(F)cc(F)c3F)c(=O)c2c(C)n1Cc1ccccc1F,11.5,?,?
CC1CCN(c2ccc3nnc(CCC(=O)Nc4cccc(F)c4)n3n2)CC1,-20.7,26.7µM*,-0.1%
